High-throughput results from PubChem BioAssay.
NCI-60 one-dose screen, 48 h, at 10 µM unless noted. Numbers give growth in % (100 = growth as untreated, 0 = no growth, -100 = all killed).
HT29 = HT29 colon cancer; 7.4% of 81,000 active; AID 1794748
HCT-15 = HCT-15 colon cancer; 5.2% of 82,000 active
SW-620 = SW-620 colon cancer; 5.2% of 82,000 active; AID 1794795
HCT-116 = HCT-116 colon cancer; 7.3% of 82,000 active
HCC-2998 = HCC-2998 colon cancer; 4.7% of 79,000 active; AID 1794799
KM12 = KM12 colon cancer cells; 5% of 82,000 active
SNB-75 = SNB-75 CNS cancer; AID 1794750; 5% of 79,000 active
A498 = A498 renal cancer cells | 5.4% of 76,000 active | AID 1794774
COLO 205 = COLO 205 colon cancer | 7.3% of 79,000 active
Numbers without * were called inactive; / = not tested or not shown; & = joins results of further samples. The calls were made as follows: active = growth percent below 10; inactive = the rest. Outcome played no part in choosing rows, and some 12% of all compounds hit somewhere here.

mol	SNB-75	HCT-15	COLO 205	HCC-2998	HT29	HCT-116	SW-620	KM12	A498
COc1ccc(NC(=O)/C(C)=N/O)cc1	88	105	108	102	101	99	104	104	68
COc1ccc(-c2nc(-c3ccc(-c4nc5ccc(F)cc5[nH]4)cc3)no2)cc1	94	96	118	125	94	104	102	102	74
O=C(/C=C/c1ccccc1)Oc1ccc(Cl)cc1Cl	96	110	110	107	103	99	107	108	89
O=c1c2cc(F)ccc2sc2c(OCCO)nc3ccccc3c12	78	91	117	108	96	91	102	96	48
O=[N+]([O-])c1cccc(OCCOc2cccc([N+](=O)[O-])c2)c1	81	103	109	84	106	96	/	111	/
CCCCC(=S)SSC(C)(C)C	94	99	112	/	/	99	110	109	109
CC1=CC(=O)C(Sc2ccc(C)cc2)=CC1=O	83	96	78	106	105	96	105	106	107
N=C(c1ccccc1)N1CCN(Cc2ccccc2)CC1	99	110	91	105	93	91	104	100	91
COC(=O)c1cc(-c2ccncc2)[nH]c(=O)c1C#N	88	99	116	107	105	100	100	105	108
Cc1nc(-c2cc3ccccc3c(=O)o2)cs1	94	102	107	104	106	77	104	106	77
O=C1C=C(O)c2ccccc2C1=O	/	101	/	81	66	97	119	108	79
CCOC(=O)c1c(-c2cccs2)c(C#N)c(=O)n(Cc2nc3ccccc3[nH]2)c1N	86	99	104	115	107	105	100	98	123
O=C(NCc1ccccn1)C(O)C(Cc1ccccc1)N(Cc1ccccc1)Cc1ccccc1 (configuration not stated)	95	61	87	79	65	51	92	67	87
N#C/C(=C\c1ccc(Cl)cc1)C(=O)Nc1cc(-c2ccccc2)nn1-c1ccccc1	88	95	120	106	108	103	99	106	83
COC1C[C@H](O[C@@H]2C[C@H](O[C@@H]3C[C@H](O[C@@H]4C(=O)c5c(cc6cc(O[C@H]7C[C@@H](O[C@H]8C[C@@H](O)[C@H](O)C(C)O8)[C@H](O)C(C)O7)c(C)c(O)c6c5O)C[C@H]4C(OC)C(=O)[C@@H](O)[C@@H](C)O)OC(C)[C@H]3O)OC(C)[C@@H]2O)OC(C)[C@@H]1O (some centres not stated)	-59*	44	-78*	-19*	-8.5*	4.8*	9.7*	4.6*	-45*
O=c1c2ccccc2nc(COc2ccccc2)n1NCc1ccccc1Cl	96	103	122	112	100	109	103	103	92
CCOC(=O)Nc1cc(C)c(NC(=O)CN(CC)CC)c(C)c1	85	97	100	107	102	97	90	98	80
CCCNC(=O)Nc1ccc(C)cc1C	84	99	111	95	110	92	103	102	86
CS(=O)(=O)c1ccc(-c2nc3ccccn3c2/C=N/Nc2nc(-c3ccc(Br)cc3)cs2)cc1	114	93	116	120	114	101	98	101	78
Cc1ccc2nc(COc3ccc(C(=O)NNC(=O)Nc4ccc(Cl)cc4)cc3)[nH]c2c1	101	100	114	122	105	95	103	84	104
O=[N+]([O-])c1ccc(Oc2cccc3ccccc23)c([N+](=O)[O-])c1	80	95	112	114	109	100	91	96	62
COc1cc(C2CC(=O)Nc3c2c(C)nn3-c2nc3ccccc3[nH]2)c(OC)c(OC)c1OC (configuration not stated)	1.9*	33	41	95	81	23	27	35	-9.3*
CCOC(=O)c1c(Nc2ccccc2)nn2c(-c3ccc(OC)cc3)c(C#N)cnc12	89	94	104	118	91	97	100	99	67
CCN(CC)c1ccc(/C=N/N=C(N)N)cc1	40	41	30	85	9.8*	33	19	25	44
COc1ccc(N=Nc2c(N)nn3c(N)c(C#N)c(-c4ccc(OC)cc4)nc23)cc1	122	105	124	107	112	102	113	102	117
COc1ccccc1NC(=O)Oc1c(Cl)c(Cl)c(Cl)c(Cl)c1Cl	91	103	108	97	83	86	98	96	92
O=[N+]([O-])c1cccc(S(=O)(=O)OCCOc2ccccc2)c1	84	104	113	98	105	100	110	102	86
CCCCCc1cc(Cl)c(O)c(CCCCC)c1	106	99	98	93	88	81	102	104	101
C=CCO[C@H]1CO[C@H]2[C@@H]1OC[C@@H]2Oc1ccc(Nc2ncnc3ccsc23)cc1Cl	112	85	95	121	84	95	86	100	24
COc1ccc2oc(=O)cc(CC(=O)NCCc3c[nH]c4ccccc34)c2c1	91	100	105	99	103	93	96	98	113
N#Cc1ccc2cc(-c3ccc(Br)cc3)c(C(=O)c3ccc(Br)cc3)n2c1	114	78	90	103	67	69	93	99	115
CN1CCN(Cc2ccc(NC(=O)c3cncc(C#Cc4cnc5ccc(OCCCS(C)(=O)=O)nn45)c3)cc2C(F)(F)F)CC1	-92*	3.1*	-67*	-22*	-11*	1.9*	1.2*	-3.5*	-91*
Cc1ccc(S(=O)(=O)CC(=O)O)cc1	92	102	113	108	96	94	101	109	69
Oc1cccc2c1NCCC2	0.9*	21	39	33	80	8.9*	20	21	20
CCCCCCCCCCCCCCCCC(Br)C(=O)OCC (configuration not stated)	100	97	99	108	96	86	105	111	100
COc1cc(/C=C/c2cc(/C=C/c3ccc(O)c(OC)c3)n(C(=O)Nc3ccc(C)cc3C)n2)ccc1O	-31*	3.8*	-66*	4.3*	-39*	1.5*	-11*	-9.4*	-15*
CC(C#N)N(C(C)C#N)N(C)C (configuration not stated)	105	110	105	108	101	109	106	106	107
Clc1nc(Oc2ccccc2)nc(-c2cn(-c3ccccc3)c3ccccc23)n1	105	39	98	74	41	58	12	90	128
O=C(Nc1ccc([N+](=O)[O-])cc1)N1CCOCC1	87	99	100	106	117	99	100	98	113
O=C(Nc1cccc2c(NC(=O)N3CCCCC3)cccc12)N1CCCCC1	70	97	116	103	103	103	114	104	124
CC(=O)Cc1cc(-c2cc(CC(C)=O)nc(N)n2)nc(N)n1	103	105	120	106	101	102	105	110	101
O=C(NC(=S)Nc1cc(-c2ccc(Cl)cc2)[nH]n1)c1cccs1	86	105	112	102	98	72	96	101	69
C#CCOc1ccccc1C(Nc1ccc(F)cc1C)c1nnnn1C1CCCCC1 (configuration not stated)	99	83	99	97	80	62	98	82	97
CC1CCCN(CCCCOc2ccc(-c3ccc(C#N)cc3)cc2)C1 (configuration not stated)	90	56	75	87	15	88	97	96	82
Fc1ccc(Nc2nc(Nc3ccc(-c4nc5ccccc5[nH]4)cc3)c3cn[nH]c3n2)cc1	83	-41*	28	83	-8.8*	/	11	54	101

A different layout for some results above.
Order of results: SNB-75, HCT-15, COLO 205, HCC-2998, HT29, HCT-116, SW-620, KM12, A498
Cc1ccc(S(=O)(=O)CC(=O)O)cc1
  92, 102, 113, 108, 96, 94, 101, 109, 69
Fc1ccc(Nc2nc(Nc3ccc(-c4nc5ccccc5[nH]4)cc3)c3cn[nH]c3n2)cc1
  83, -41*, 28, 83, -8.8*, /, 11, 54, 101
CC1CCCN(CCCCOc2ccc(-c3ccc(C#N)cc3)cc2)C1 (configuration not stated)
  90, 56, 75, 87, 15, 88, 97, 96, 82
Clc1nc(Oc2ccccc2)nc(-c2cn(-c3ccccc3)c3ccccc23)n1
  105, 39, 98, 74, 41, 58, 12, 90, 128
O=C(Nc1cccc2c(NC(=O)N3CCCCC3)cccc12)N1CCCCC1
  70, 97, 116, 103, 103, 103, 114, 104, 124

New compounds follow:
mol	SNB-75	HCT-15	COLO 205	HCC-2998	HT29	HCT-116	SW-620	KM12	A498
COc1cccc(C(=O)NCCCNc2cc(-c3cn(-c4ccccc4)nc3-c3cccc(OC)c3)ccn2)c1	64	36	40	61	28	31	54	44	49
COc1ccc(C(=O)COc2cccc(/C=C3\Cc4ccccc4C3=O)c2)cc1	47	86	124	93	82	84	90	/	95
COc1ccc(-c2nc(SC(C)C)nc(NNC(N)=S)c2C#N)cc1	32	24	100	64	85	75	22	39	50
O=C(NC(c1ccccc1)c1ccc2cccnc2c1O)c1ccccc1 (configuration not stated)	79	102	121	115	102	97	99	106	83
N#Cc1c(-c2cccs2)cc(-c2ccccc2Br)[nH]c1=O	81	100	113	109	107	104	109	99	97
O=C(CC12CC3CC(CC(C3)C1)C2)NCCOCCOCCOCCNC(=O)c1cc2c(o1)C(=O)c1ccccc1C2=O	-99*	-78*	/	-74*	1.2*	-20*	-11*	2.3*	/
Cn1ncc2c(Nc3ccccc3Cl)nc(Cl)nc21	79	98	127	109	96	99	126	126	178
C=C(C[C@@](O)(C(=O)Oc1ccccc1)C(=O)C(C)C)c1ccccc1	93	99	109	109	106	103	103	106	103
O=C(c1ccccc1)C(Sc1ccccc1)c1ccccc1 (configuration not stated)	101	61	108	88	46	56	58	99	92
COc1ccc2[nH]c(=O)c(O)c(-c3cc(OC)c(OC)c(OC)c3)c2c1	88	104	107	101	107	94	98	101	97
O=c1c[n+](Cc2ccc3c(c2)OCO3)[nH]o1	78	99	113	106	104	98	104	104	/
Cc1ccccc1N=Nc1c(C)cccc1C	94	99	104	99	98	63	98	97	87
CC(=O)C1C(=O)C=C(C)OC1=O (configuration not stated)	88&104	95&104	112&101	106&97	111&98	105&109	93	108&100	105&81
CC(C)(C)OC(=O)N1CC(Cn2cc(C(F)(F)F)c3c(Cl)ncnc32)C1	-53*	-41*	64	-89*	-62*	-84*	-38*	-50*	34
CCOC(=O)c1ccc[n+]([O-])c1	94	114	105	101	102	107	110	106	111
COc1ccc2cc(C(=O)NCCc3ccccc3)ccc2c1Br	109	104	100	109	77	101	104	102	104
Cc1[nH]c(C2CC(c3ccc(C(F)(F)F)c(F)c3)=NN2C(=O)C2CCC2)c(C)c1C(=O)NCC(F)(F)F (configuration not stated)	93	86	90	100	86	68	83	89	74
Oc1ccc2ccccc2c1N=Nc1ccc2ncsc2c1	109	98	107	108	96	82	108	90	118
C#CC1CC2C3CCC4=CC(=O)CCC4(C)C3CCC2(C)C1N(C)C (configuration not stated)	106	81	97	98	89	91	99	102	85
N#CCCNC(=S)Nc1ccccc1	85	108	132	106	112	105	108	101	/
OCC(O)C(O)C(O)CO (configuration not stated)	62	93	97	103	/	105	103	98	110
CC(C)CCOB(OCCC(C)C)OCCC(C)C	119	106	104	102	114	98	103	118	104
CC(C)(C)CC(C)(C)Nc1c(-c2c(O)c3ccccc3oc2=O)nc2sc3ccccc3n12	50	20	29	53	35	30	21	45	70
N#C/C(=C\c1cccc(Cl)c1)c1nc(N)nc(Nc2ccc(S(N)(=O)=O)cc2)n1	95	104	108	105	111	99	103	101	98

Part of the list above, with two lines to a compound:
Values run as follows: SNB-75	HCT-15	COLO 205	HCC-2998	HT29	HCT-116	SW-620	KM12	A498
O=C(c1ccccc1)C(Sc1ccccc1)c1ccccc1 (configuration not stated)
 : 101	61	108	88	46	56	58	99	92
COc1ccc2[nH]c(=O)c(O)c(-c3cc(OC)c(OC)c(OC)c3)c2c1
 : 88	104	107	101	107	94	98	101	97
O=c1c[n+](Cc2ccc3c(c2)OCO3)[nH]o1
 : 78	99	113	106	104	98	104	104	/
Cc1ccccc1N=Nc1c(C)cccc1C
 : 94	99	104	99	98	63	98	97	87
CC(=O)C1C(=O)C=C(C)OC1=O (configuration not stated)
 : 88&104	95&104	112&101	106&97	111&98	105&109	93	108&100	105&81
CC(C)(C)OC(=O)N1CC(Cn2cc(C(F)(F)F)c3c(Cl)ncnc32)C1
 : -53*	-41*	64	-89*	-62*	-84*	-38*	-50*	34
